Compound activity: PubChem BioAssay, several laboratories
Glyco luc inh: blocks N-linked glycosylation in D54 reporter cells; D54 ERlucT glycosylation luciferase reporter, 24 h; percent of 100 nM tunicamycin response; reporter increase, % at 12.5 µM; actives 0.23% (n = 360,000);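 active means mean luciferase reporter signal, scaled so untreated is 0 and the glycosylation-blocking control 100, at or above a set limit in every replicate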;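 further: luciferase carries N-glycosylation sites so blocking glycosylation raises the light; 0% = median of neutral control wells and 100% = median of 100 nM tunicamycin wells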
NOD2 RIPK2 PPI: blocks binding of human NOD2 to RIPK2; CHO BLA complementation NOD2-RIPK2, CCF4 ratio; inhibition, % at 4.98 µM; actives 0.38% (n = 360,000); AID 624267; in the data active means inhibition above about 21%;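 further: 0% = vehicle only and 100% = reference blocker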
Target sequence (O43353 whole entry, looked up): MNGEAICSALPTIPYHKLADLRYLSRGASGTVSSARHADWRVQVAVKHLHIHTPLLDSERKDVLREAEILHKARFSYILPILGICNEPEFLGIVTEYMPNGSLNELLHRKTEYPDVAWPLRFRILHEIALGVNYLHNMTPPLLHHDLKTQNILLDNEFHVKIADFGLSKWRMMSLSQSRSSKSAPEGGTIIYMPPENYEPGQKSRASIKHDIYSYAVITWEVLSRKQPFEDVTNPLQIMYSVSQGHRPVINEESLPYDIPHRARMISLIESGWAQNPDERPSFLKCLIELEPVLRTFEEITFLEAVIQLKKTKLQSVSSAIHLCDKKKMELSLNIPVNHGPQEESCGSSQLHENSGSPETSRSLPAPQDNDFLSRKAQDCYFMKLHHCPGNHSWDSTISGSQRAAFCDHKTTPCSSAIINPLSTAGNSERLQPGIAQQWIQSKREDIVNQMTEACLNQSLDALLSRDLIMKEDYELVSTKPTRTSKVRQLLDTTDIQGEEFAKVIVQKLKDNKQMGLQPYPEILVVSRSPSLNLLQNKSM
NCOA2 inhibitor: inhibits human steroid receptor coactivator 2; Q15596; HEK293 GAL4-SRC2 luciferase reporter, luminescence; inhibition, % at 9 µM; actives 0.17% (n = 370,000);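 active means inhibition above the mean inhibition of all tested compounds plus 3 SD, set per campaign, cut at about 52% in these data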;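 further: 0% = DMSO treated cells and 100% = cells given Gossypol at 36 µM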
MC4R antag cAMP: antagonists of human melanocortin 4 receptor (MC4R) | MC4R-expressing cells, MTII-stimulated cAMP, LANCE TR-FRET | inhibition, % at 6.5 µM | actives 0.48% (n = 360,000) | AID 540295;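 active means inhibition above its plate's cutoff, the mean of tested wells on that plate plus 3 SD, cut at about 29% in these data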;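 further: 0% = Melanotan II alone and 100% = Melanotan II plus saturating MCL0020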
Target sequence (P32245 whole entry, looked up): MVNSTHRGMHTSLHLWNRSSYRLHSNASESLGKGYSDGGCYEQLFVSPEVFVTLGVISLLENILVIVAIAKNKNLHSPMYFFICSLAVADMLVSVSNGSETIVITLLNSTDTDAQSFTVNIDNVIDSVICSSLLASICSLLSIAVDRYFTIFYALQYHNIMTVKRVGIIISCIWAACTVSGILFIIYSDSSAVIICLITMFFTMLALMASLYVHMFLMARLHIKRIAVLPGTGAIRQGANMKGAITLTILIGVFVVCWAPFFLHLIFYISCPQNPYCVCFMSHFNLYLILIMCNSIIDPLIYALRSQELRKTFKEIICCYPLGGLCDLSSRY
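material = U2OS cells stably expressing human melanocortin 4 receptor (MC4R) | also added = Melanotan II challenge | dosing = single nominal compound dose of 6.5 µM | detection = TR-FRET with Eu-cAMP and labeled anti-cAMP, 671 nm | replication = singlicate | timing = compound 30 min, challenge 1 h, detection 1 h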
HTR2A ag: agonists of mouse serotonin 5-HT2A receptor (HTR2A); P35363; CHO-K1 mHTR2A beta-arrestin complementation, luminescence; percent of 30 µM serotonin response; activation, % at 7.6 µM; actives 0.66% (n = 360,000);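 active means activation above a run cutoff, the mean activation of all tested compounds plus 3 SD, cut at about 14% in these data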;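 further: 0% = plate median of compound wells and 100% = 30 µM serotonin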
H9c2 protect: protects H9c2 cardiomyocytes from peroxide injury; H2O2 injury protection, ATPLite, 2 h; protection from H2O2 cell death, % at 20 µM; actives 0.63% (n = 360,000); AID 588492;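 active means compounds giving at least 50% protection of heart cells from peroxide-induced death in the single-dose screen, raw or plate-pattern-corrected value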;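 further: 0% = DMSO wells with peroxide and 100% = DMSO wells without peroxide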
TLR9-MyD88 inh: inhibitors of human TLR9-MyD88 binding | actives 0.21% (n = 340,000) | inhibition, % at 4.98 µM | Q9NR96+Q99836 | CHO BLA complementation TLR9-MyD88, CCF4 FRET ratio;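 active means inhibition above the mean over all tested compounds plus 3 SD, cut at about 21% in these data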;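 further: 0% = DMSO only wells and 100% = clavulanate BLA inhibitor control wells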
ABHD5-PLIN5 inh: ABHD5-PLIN5 protein interaction inhibition; Q00G26+Q8WTS1; Split G. princeps luciferase complementation, luminescence, 4 h; inhibition, % at 4 µM; actives 0.78% (n = 360,000); AID 602281;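 active means inhibition above the mean inhibition across every tested compound plus 3 SD, cut at about 22% in these data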;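 further: 0% = DMSO only wells and the 100% control is not disclosed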
ABCB6 inh 2: blocks the human ABCB6 transporter | Q9NP58 | K562-ABCB6 porphyrin accumulation, flow cytometry, 1 h; hits give low values | fluorescence ratio to DMSO, % at 10 µM | actives 0.19% (n = 360,000);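 active means fluorescence ratio to DMSO below 75%, the collection mean minus 3 SD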;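 further: signal is porphyrin accumulated inside mitochondria; 100% equals median channel fluorescence of DMSO control wells; lower ratio means ABCB6 inhibition with less porphyrin fluorescence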
MC4R ag barr: activates human MC4R beta-arrestin recruitment. P32245. AID 540308. U2OS MC4R beta-arrestin complementation, luminescence; percent of melanotan II response, DMSO zero. actives 0.98% (n = 360,000). activation, % at 8.9 µM;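 active means activation above a per-plate cutoff, the mean activation of sample wells on that plate plus 3 SD, cut at about 8% in these data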
Active calls of the source: *; / = no result given.

Under each structure: NCOA2 inhibitor | NOD2 RIPK2 PPI | HTR2A ag | MC4R antag cAMP | H9c2 protect | MC4R ag barr | ABHD5-PLIN5 inh | ABCB6 inh 2 | Glyco luc inh | TLR9-MyD88 inh
> COc1ccc(C(C)NC(=O)C2CCCO2)cc1OC (configuration not stated)
    / | -4 | -6 | 3 | 1 | 2.6 | 0 | 97 | 0 | -3
> Cc1ccc(Cl)cc1NC(=O)CCC(=O)O
    -2 | -1 | 2 | 9 | -1 | 0.5 | -4 | 105 | 2 | 0
> CCCN=C(C)c1c(-c2ccccc2)[nH]n(-c2nc3ccccc3s2)c1=O
    -7 | -13 | 5 | 0 | 18 | 0.4 | 4 | 88 | 0 | -8
> CC(=O)N1CCN(C(=O)C2(NC(=O)Nc3ccc(C)cc3)CCCCC2)CC1
    -11 | -4 | 8 | -7 | -6 | 2.7 | -7 | 97 | 1 | -2
> CCCC(=O)NC(C)c1nc2ccccc2n1CC (configuration not stated)
    0 | 4 | -3 | 3 | 0 | -0.7 | -2 | 95 | 2 | 0
> O=C1c2ccccc2C(=O)N1CCc1ccccn1
    6 | 3 | -2 | 0 | 6 | -0.9 | 2 | 102 | -1 | -1
> CCn1c(SCC(N)=O)nnc1-c1ccc(S(=O)(=O)N2CCN(C)CC2)cc1
    -13 | -9 | 1 | 14 | 1 | -1.6 | 7 | 103 | 2 | 10
> CC(=O)c1ccc(NC(=O)COC(=O)/C=C/c2cccs2)cc1
    -14 | 2 | 0 | -3 | 2 | -2.4 | 4 | 98 | 1 | -5
> CCOC(=O)C1(Cc2ccc(OC)cc2)CCN(C(=O)CCc2cnccn2)CC1
    -53 | 14 | 3 | 10 | -4 | 0.2 | -3 | 98 | 1 | 12
> COc1ccccc1N=Cc1c(C)[nH]n(-c2ccc(C)cc2C)c1=O
    -28 | -5 | 0 | 6 | 6 | -1.7 | -1 | 101 | 5 | 1
> O=C(CCNC(=O)C1CCN(S(=O)(=O)c2ccc(F)cc2)CC1)NCc1ccc(F)cc1
    -11 | -11 | -4 | 5 | 2 | -1.9 | -3 | 111 | 2 | -6
> Cc1ccc(Oc2ncccc2NC(=O)CC(CC(=O)O)c2ccccc2)c2c1CCC2 (configuration not stated)
    5 | -6 | -1 | 15 | -2 | 0.8 | 1 | 101 | 3 | 3
> O=C(OCc1cnc(Cl)s1)c1ccccc1Cl
    -15 | 5 | -5 | 5 | -2 | 0.6 | -2 | 90 | 0 | -2
> CCOc1ccc(-c2nnc3ccc(SCC(=O)N4CCCCC4)nn23)cc1
    -1 | -9 | 2 | 0 | 12 | -1.7 | -8 | 89 | -2 | -5
> Cc1c(Cl)cccc1NC(=O)CN1CCC(C(O)(c2ccccc2)c2ccccc2)CC1
    -9 | 5 | -6 | 5 | 4 | -1.1 | 3 | 97 | -1 | 2
> COc1ccc(C(O)C(CN2CCOCC2)c2ccccc2)cc1 (configuration not stated)
    -3 | -8 | 5 | -1 | 17 | -1.8 | 5 | 97 | -1 | -3
> COc1cccc(CNC(=O)C2CCN(S(=O)(=O)c3ccc(F)cc3)CC2)c1
    38 | -1 | 3 | -3 | 0 | 2.0 | -4 | 102 | -2 | -4
> CCC(CC)C(=O)Nc1cccc(S(=O)(=O)c2cccc(NC(=O)C(CC)CC)c2)c1
    -3 | -7 | -6 | 5 | 0 | -0.9 | 5 | 94 | -3 | 5
> CC1=Nc2ccc(Br)cc2C(c2ccccc2)N1CC(=O)O (configuration not stated)
    5 | -8 | 0 | 2 | 1 | -3.3 | 10 | 96 | 0 | 1
> CC1(c2ccc3c(c2)OCCCO3)NC(=O)N(CC(=O)NCCc2ccc(F)cc2)C1=O (configuration not stated)
    -10 | 5 | 3 | -3 | 0 | -1.9 | -6 | 97 | 1 | 3
> COc1ccc(Cc2nnc(NC(=O)c3cccc(F)c3)s2)cc1OC
    2 | -6 | 1 | 13 | 5 | 4.5 | 8 | 98 | 4 | -8
> Cn1c(=O)c2c(nc(N3CCCCCC3)n2CC(=O)c2ccc(Br)cc2)n(C)c1=O
    16 | -14 | 8 | 8 | 17 | -1.3 | 0 | 88 | 1 | -1
> Cc1cc(C(=O)N/N=C/c2cc(Br)cc([N+](=O)[O-])c2O)c2ccccc2n1
    8 | 5 | -7 | -5 | 32 | -2.5 | 8 | 98 | 3 | 2
> CC(C)=CC(=O)N1CCC(n2nccc2NC(=O)CCc2ccccc2)CC1
    19 | 0 | 8 | 35* | 2 | 2.5 | -4 | 102 | 2 | 1
> Nc1nonc1-n1nnc(C(=O)N/N=C/c2ccc(Cl)cc2Cl)c1CN1CCCC1
    -2 | -6 | -6 | 11 | 1 | 0.5 | 0 | 100 | 2 | 7
> Cc1oc2ccc(O)c(CN3CCOCC3)c2c1C(=O)c1ccc(Cl)cc1
    -6 | 12 | -3 | 3 | 2 | 0.1 | 0 | 94 | -6 | 1
> CCOc1ccc2oc(C(=O)OCC(=O)NCc3ccc(OC)cc3)c(C)c2c1
    11 | -2 | -2 | -3 | -2 | 30* | -4 | 98 | 2 | 3
> CCCC1=NN(C(=O)Cc2ccc([N+](=O)[O-])cc2)C(O)(C(F)(F)F)C1 (configuration not stated)
    -12 | 1 | -2 | 9 | -9 | 0.2 | -3 | 105 | 1 | 3
> COC(=O)c1ccc(CNC(=O)c2ccc(NS(=O)(=O)c3ccc4[nH]c(=O)[nH]c4c3)cc2)cc1
    2 | -2 | -8 | -1 | -1 | -1.1 | 3 | 94 | 6 | -8
> O=C(Nc1cccc(S(=O)(=O)N2CCCCCC2)c1)c1cncc(Br)c1
    -30 | -25 | -2 | -2 | 0 | 0.7 | -1 | 99 | -5 | 2

10 entries from above, bar-delimited:
molecule | NCOA2 inhibitor | NOD2 RIPK2 PPI | HTR2A ag | MC4R antag cAMP | H9c2 protect | MC4R ag barr | ABHD5-PLIN5 inh | ABCB6 inh 2 | Glyco luc inh | TLR9-MyD88 inh
COc1cccc(CNC(=O)C2CCN(S(=O)(=O)c3ccc(F)cc3)CC2)c1 | 38 | -1 | 3 | -3 | 0 | 2.0 | -4 | 102 | -2 | -4
CCC(CC)C(=O)Nc1cccc(S(=O)(=O)c2cccc(NC(=O)C(CC)CC)c2)c1 | -3 | -7 | -6 | 5 | 0 | -0.9 | 5 | 94 | -3 | 5
CC1=Nc2ccc(Br)cc2C(c2ccccc2)N1CC(=O)O (configuration not stated) | 5 | -8 | 0 | 2 | 1 | -3.3 | 10 | 96 | 0 | 1
CC1(c2ccc3c(c2)OCCCO3)NC(=O)N(CC(=O)NCCc2ccc(F)cc2)C1=O (configuration not stated) | -10 | 5 | 3 | -3 | 0 | -1.9 | -6 | 97 | 1 | 3
COc1ccc(Cc2nnc(NC(=O)c3cccc(F)c3)s2)cc1OC | 2 | -6 | 1 | 13 | 5 | 4.5 | 8 | 98 | 4 | -8
Cn1c(=O)c2c(nc(N3CCCCCC3)n2CC(=O)c2ccc(Br)cc2)n(C)c1=O | 16 | -14 | 8 | 8 | 17 | -1.3 | 0 | 88 | 1 | -1
Cc1cc(C(=O)N/N=C/c2cc(Br)cc([N+](=O)[O-])c2O)c2ccccc2n1 | 8 | 5 | -7 | -5 | 32 | -2.5 | 8 | 98 | 3 | 2
CC(C)=CC(=O)N1CCC(n2nccc2NC(=O)CCc2ccccc2)CC1 | 19 | 0 | 8 | 35* | 2 | 2.5 | -4 | 102 | 2 | 1
Nc1nonc1-n1nnc(C(=O)N/N=C/c2ccc(Cl)cc2Cl)c1CN1CCCC1 | -2 | -6 | -6 | 11 | 1 | 0.5 | 0 | 100 | 2 | 7
Cc1oc2ccc(O)c(CN3CCOCC3)c2c1C(=O)c1ccc(Cl)cc1 | -6 | 12 | -3 | 3 | 2 | 0.1 | 0 | 94 | -6 | 1

Other results follow.
Under each structure: NCOA2 inhibitor | NOD2 RIPK2 PPI | HTR2A ag | MC4R antag cAMP | H9c2 protect | MC4R ag barr | ABHD5-PLIN5 inh | ABCB6 inh 2 | Glyco luc inh | TLR9-MyD88 inh
> CCC(CO)NC(=O)c1ccc(-c2nn(C)c(=O)c3ccccc23)cc1 (configuration not stated)
    -27 | -1 | -3 | 9 | -2 | -1.5 | -2 | 104 | 4 | 2
> CC(=O)N1CCN(CCS(=O)(=O)c2cc(Cl)ccc2Cl)CC1
    -24 | -10 | 4 | 3 | -4 | -2.0 | 6 | 102 | 7 | -4
> C#CCOC(=O)C[N+](C)(C)CC#Cc1ccccc1
    -9 | -1 | 0 | 9 | 0 | -4.4 | 4 | 98 | 3 | -7
> Cc1ccc(-c2nc3ccccc3n2C(C)C(=O)NC(C)(C)C)cc1 (configuration not stated)
    0 | -14 | -1 | / | / | / | -4 | / | / | /
> CC1CCN(C(=S)Nc2ccc(F)cc2)CC1
    -7 | 8 | 1 | 7 | 4 | 0.7 | -6 | 104 | 3 | 3
> Oc1ccc(Cl)cc1CNCC1CCCO1 (configuration not stated)
    -5 | 6 | -3 | 0 | 2 | -2.8 | -4 | 96 | 1 | 6
> COc1cccc(C2=CC(c3ccc(OC)c(OC)c3OC)n3nnnc3N2)c1 (configuration not stated)
    -3 | 15 | -3 | 6 | -11 | -0.9 | 5 | 104 | -1 | 22*
> O=C(NCc1cccs1)c1cnn2cccnc12
    5 | -1 | -6 | 10 | 7 | -1.7 | -3 | 103 | 0 | 4
> CCN(CC)C(=O)[C@H]1C[C@H](CC(=O)NCCCn2ccnc2)C(=O)N2CCc3c([nH]c4cc(CCC(=O)N(C)C)ccc34)[C@]12C
    15 | -2 | 4 | 3 | 6 | 0.5 | 3 | 107 | 1 | -10
> COc1ccc(NC(=S)c2ccccc2)cc1
    -77 | -3 | -1 | 4 | -4 | -0.1 | -2 | 101 | 1 | 10
> CCCN(CC(=O)Nc1ccccc1C)C(=O)c1nn(CC)c(=O)c2ccccc12
    -14 | -3 | 1 | 4 | 2 | -0.6 | 2 | 91 | 0 | -13
> CCOC(=O)N1CCN(C(=O)C(C)(C)Oc2ccc(Cl)cc2)CC1
    -22 | -5 | 0 | 8 | 1 | -1.0 | 6 | 101 | 0 | 0
> COc1ccc(-c2n[nH]c(=S)n2Cc2ccccc2)cc1
    0 | -6 | 3 | -3 | 4 | -2.6 | 2 | 97 | 1 | 7
> Cc1ccc(N2C(=O)CC(Sc3ccccc3C(=O)O)C2=O)cc1C (configuration not stated)
    -35 | 8 | -2 | 22 | 5 | -2.7 | 11 | 99 | 0 | 3
> CCOP(=O)(OCC)c1ccc2c(c1)C(=O)c1ccccc1CC2
    -4 | -4 | 0 | -4 | -2 | -1.8 | 6 | 96 | -1 | -9

Some of the compounds tested; count on the stated rates, not on these rows.
